NTMT1 inhibitor: inhibitors of human N-terminal methyltransferase NTMT1. Q9BV86. NTMT1 MTase-Glo SAH luminescence, purified enzyme. Potency, µM (top dose mostly 114 µM), inactives show at the top dose activity change, negative = inhibition, usual class: inhibitors. 59,000 tested, 2.5% active;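 further: potency means the concentration at half of the fitted maximal effect; plate controls were DMSO vehicle for no effect and no enzyme for full effect; nearly all actives have a fitted effect of over 65% in size; many of its hits are not listed in these tables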
p53null 39C kill: p53 null cell cytotoxicity, nonpermissive temperature. AID 904. H1299 p53-null (neo) cells, 39C, ATPlite viability, 24 h. 55,000 tested, 0.97% active. Potency, µM (highest dose often 46.1 µM), for inactives: at the top dose activity, negative = cell killing, usual class: cytotoxic;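 further: potency means the concentration at half of the fitted maximal effect; 0% = DMSO only and -100% = full killing by 100 µM tamoxifen; nearly all actives have a fitted effect of over 50% in size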
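Cells seeded at 600/well, 37C overnight. Compound added (up to 46 uM), plates shifted to 39C for 24 hr. ATPlite added, luminescence read after 20 min at room temperature.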
FH mod: Identification of activators of human fumarate hydratase by quantitative high-throughput screening | Fumarate hydratase, mitochondrial (Homo sapiens), P07954 | FH coupled MDH/diaphorase resazurin fluorescence, 15 min | Potency, µM (top dose mostly 79.9 µM), for inactives: at the highest dose activity change, negative = inhibition, usual class: inhibitors | 54,000 tested, 0.22% active | AID 1347055, 2019; further: potency means the concentration at half of the fitted maximal effect; on the % scale 0 is the no-effect control and ±100 the full control effect; the screen sought activators but most active calls are inhibition curves; nearly all actives have a fitted effect of over 45% in size
Target sequence (P07954 whole entry, looked up): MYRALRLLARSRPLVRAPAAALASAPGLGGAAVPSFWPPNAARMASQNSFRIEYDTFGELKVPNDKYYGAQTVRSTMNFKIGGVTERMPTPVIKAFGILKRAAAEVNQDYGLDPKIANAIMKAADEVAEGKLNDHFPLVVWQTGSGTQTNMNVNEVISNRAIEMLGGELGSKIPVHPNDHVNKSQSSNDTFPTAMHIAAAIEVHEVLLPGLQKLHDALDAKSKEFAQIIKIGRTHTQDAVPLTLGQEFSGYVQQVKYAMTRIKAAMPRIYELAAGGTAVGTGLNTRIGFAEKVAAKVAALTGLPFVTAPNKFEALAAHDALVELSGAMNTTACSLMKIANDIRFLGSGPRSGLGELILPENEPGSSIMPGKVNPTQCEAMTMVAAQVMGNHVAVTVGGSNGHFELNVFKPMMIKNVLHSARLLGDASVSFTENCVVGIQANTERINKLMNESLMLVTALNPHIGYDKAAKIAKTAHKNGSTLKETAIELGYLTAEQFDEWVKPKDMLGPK
B2AR arrestin ag: ADRB2 beta-arrestin recruitment; Potency, µM (doses to about 46.1 µM), for the others: at the top dose activation, usual class: activators; 44,000 tested, under 10 active; HTLA Tango cells, beta-arrestin recruitment, luciferase luminescence, 18 h;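 further: potency means the concentration at half of the fitted maximal effect; 0% = DMSO and full agonism = EC100 isoproterenol or metaproterenol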
Target sequence (P07550 whole entry, looked up): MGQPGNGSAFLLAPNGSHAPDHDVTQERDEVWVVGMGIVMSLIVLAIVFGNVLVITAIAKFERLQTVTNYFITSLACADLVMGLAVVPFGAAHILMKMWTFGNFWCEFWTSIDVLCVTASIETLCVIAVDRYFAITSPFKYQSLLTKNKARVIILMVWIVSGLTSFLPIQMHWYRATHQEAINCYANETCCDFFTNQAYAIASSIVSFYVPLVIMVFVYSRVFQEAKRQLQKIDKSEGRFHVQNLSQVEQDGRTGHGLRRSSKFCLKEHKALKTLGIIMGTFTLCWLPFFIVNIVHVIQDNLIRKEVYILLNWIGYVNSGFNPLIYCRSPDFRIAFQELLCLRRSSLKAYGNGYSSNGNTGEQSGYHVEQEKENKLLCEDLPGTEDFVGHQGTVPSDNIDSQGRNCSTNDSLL
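Receptor–beta-arrestin recruitment read by tTA-responsive luciferase: compound titrations (up to 46 µM) incubated 18 h with Tango cells, then luminescent substrate 15 min at room temperature. Concentration-response fits classified by r2, efficacy and activity.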
TSG101-PTAP inh: TSG101-PTAP interaction inhibition, HIV-1 budding; Q99816; Fluorescence polarization, FITC-PTAP peptide/Tsg101, 20 min; Potency, µM (highest dose often 115 µM), inactives show at the top dose activity change, negative = inhibition, usual class: inhibitors; 44,000 tested, under 10 active; further: potency means the concentration at half of the fitted maximal effect; 0% is about no effect
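qHTS FP binding, 20 min r.t.: 10 uM Tsg101 domain + 50 nM FITC-PTAP peptide, pH 7.5 HEPES buffer with TCEP and EDTA.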
GALK inhibitor: inhibits human galactokinase; P51570; recombinant GALK, Kinase-Glo ATP luminescence, 1 h; Potency, µM (doses to about 57.5 µM), without a hit: top-dose activity, negative = inhibition, usual class: inhibitors; 44,000 tested, under 10 active; AID 1347072;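 further: plate controls were full GALK reaction for no effect and reaction lacking GALK for full effect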
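5 nM GALK; 35 uM ATP; 100 uM D-galactose; 20 mM HEPES pH 8.0, 5 mM MgCl2, 60 mM NaCl, 1 mM DTT, 0.01% BSA; 1 h RT; Kinase-Glo Plus luminescence.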
p53null 32C kill: p53 null cell cytotoxicity, permissive temperature; H1299-neo p53 null cells, ATP luminescence, 24 h, 32C; Potency, µM (highest dose often 46.1 µM), for the others: at the highest dose activity change, negative = cytotoxicity, usual class: cytotoxic; 55,000 tested, 0.62% active;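 further: potency means the concentration at half of the fitted maximal effect; 0% = DMSO only and -100% = full killing by 100 µM tamoxifen; nearly all actives have a fitted effect of over 55% in size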
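Luminescent ATP readout gave cell viability of p53-null H1299-neo cells after a 24 h compound exposure at the permissive 32C. Titrations ran up to 46 uM, and AC50s were fitted with the standard Hill equation.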
The depositor's hits bear a star; ? = inconclusive; . = no result given; [ ] = another dose, or the depositor's remark. The call rests on the fitted dose curve; in most records, active means well fitted curve in the direction sought with a large enough effect; inconclusive means small, poorly fitted or top-dose-only effect, or another doubt; inactive means no such curve, though single readings can be large; an effect the other way counts as inactive or inconclusive. Some of the compounds tested, so the mix of outcomes need not match the whole.

item	Structure	NTMT1 inhibitor	p53null 39C kill	FH mod	B2AR arrestin ag	TSG101-PTAP inh	GALK inhibitor	p53null 32C kill
1	CCNc1nc(NC(C)(C)C)nc(Oc2ccc(=O)n(C)n2)n1	8%	-4%	-9%	0%	1%	23%	-5%
2	Fc1ccccc1Nc1ncnc2c1nc1n2CCCCC1	?	?	3%	0%	0%	-7%	?
3	Cc1ccc(NC(=O)c2oc3ccc(S(=O)(=O)N4CCC5(CC4)OCCO5)cc3c2C)cc1C	4%	5%	-23%	-1%	0%	3%	-11%
4	COc1ccc(-n2c(=O)c3ccc(C(=O)NCc4ccc(C)cc4)cc3n(Cc3ccc(C)cc3)c2=O)cc1	-1%	12%	-1%	1%	-1%	-2%	2%
5	Cc1cccc(OCC(=O)Nc2ccc(-c3nc4cc(C)ccc4o3)c(O)c2)c1	12%	?	-9%	1%	0%	1%	?
6	CC(=O)Nc1ccc(NC(=O)CSc2nccn2C)cc1	-8%	-18%	-3%	1%	5%	0%	11%
7	COc1ccc(N2CCN(C(CNC(=O)C(=O)NCCc3ccccc3)c3cccnc3)CC2)cc1 (stereo unspecified)	-13%	?	-7%	0%	-1%	-2%	17%
8	CC(=O)C1=C(c2ccc(Cl)cc2)N(C(C)=O)n2c(nnc2C2CCCCC2)S1	3%	0%	-15%	-3%	-1%	0%	-6%
9	Cc1cc(C)c(/C=C/c2onc(C)c2S(=O)(=O)N2CCC(C(=O)N3CCN(c4ccc(Cl)cc4)CC3)CC2)c(C)c1	8%	8%	-6%	0%	-1%	-4%	-2%
10	Cc1ccc(C)c(NC(=O)N2CCN(C)c3ncccc32)c1	14%	-15%	1%	0%	1%	0%	-6%
11	Cc1csc2nc(COC(=O)c3ccc(NC(=O)c4ccccc4Br)cc3)cc(=O)n12	4%	-17%	-17%	0%	-8%	-4%	-15%
12	O=C(O)CCSc1nnc(-c2ccc(Cl)cc2Cl)o1	2%	?	-3%	1%	-4%	0%	?
13	O=C(Nc1cccc(NC(=O)c2ccc(Br)o2)c1)c1ccccc1	-3%	-18%	-24%	1%	-1%	-18%	-4%
14	CCOC(=O)c1cccc(NS(=O)(=O)c2cn(C)c(C)n2)c1	6%	-9%	3%	0%	-2%	1%	-4%
15	Cc1cc(C)n2nc(NCc3ccccc3Cl)nc2n1	14%	-2%	-1%	0%	-1%	8%	-14%

(continued)
item	Structure	NTMT1 inhibitor	p53null 39C kill	FH mod	B2AR arrestin ag	TSG101-PTAP inh	GALK inhibitor	p53null 32C kill
16	CCN(CC)CCCNC(=O)c1ccc(Cn2c(=O)[nH]c3cc(OC)c(OC)cc3c2=O)cc1	-1%	17%	-2%	1%	-9%	3%	4%
17	Cc1ccc(-n2nc(CO)c(C(=O)NCc3cccs3)n2)cc1	-1%	-14%	0%	1%	0%	?	12%
18	COC(=O)c1ccc(C2CC(=O)Nc3c2c(C)nn3-c2nc(C)cc(C)n2)cc1 (stereo unspecified)	-5%	7%	3%	-4%	0%	1%	-6%
19	Cc1ccc(CNC(=O)CCCn2c(=O)c3ccccc3n(CC(=O)C(C)(C)C)c2=O)cc1	-1%	-16%	-6%	0%	1%	-8%	-2%
20	CCc1ccc2nc(N(Cc3cccnc3)C(=O)c3cccs3)sc2c1	0%	22%	-18%	-3%	0%	-1%	8%
21	Cc1nc(N)c(S(=O)(=O)c2ccccc2)c(Nc2ccc(Br)cc2)n1	-3%	4%	1%	1%	2%	1%	7%
22	COc1cccc(NC(=O)CSc2nc3ccc(NC(=O)c4ccco4)cc3s2)c1	7%	?	-25%	-4%	4%	3%	?
23	Cc1ccc(NC(=O)Cn2c(=O)n(Cc3ccccc3)c(=O)c3c(C)c(C)sc32)c(C)c1	1%	16%	6%	0%	3%	2%	6%
24	Cc1cn2c(=O)c(S(=O)(=O)NCCc3ccccc3)c(C)nc2s1	3%	-29%	-1%	-1%	0%	5%	-6%
25	Cc1ccc(CNC(=O)CCc2c(C)nc3nc(C)nn3c2C)cc1	17%	-12%	3%	0%	0%	-2%	-1%
26	CCOc1ccc(C(=O)N2CCN(Cc3cc(=O)n4nc(-c5ccccc5Cl)sc4n3)CC2)cc1	-6%	-11%	7%	1%	3%	1%	-9%
27	Cc1ccn2c(Nc3ccccc3)c(-c3c[nH]c4ccccc34)nc2c1	-4%	-19%	?	-2%	-1%	0%	-16%
28	CCOc1ccc(CCNC(=O)c2cnc3sc(N4CCOCC4)nn3c2=O)cc1	-2%	-17%	-4%	1%	1%	5%	-7%
29	CC(=O)c1ccc(N2C(=O)N(Cc3ccc(F)cc3)c3ccccc3S2(=O)=O)cc1	-1%	15%	-11%	0%	-9%	-1%	1%
30	COc1ccc(Cl)cc1S(=O)(=O)N1CCC(c2ccncc2)CC1	3%	-2%	1%	-1%	1%	0%	-8%

Following part
item	Structure	NTMT1 inhibitor	p53null 39C kill	FH mod	B2AR arrestin ag	TSG101-PTAP inh	GALK inhibitor	p53null 32C kill
31	Clc1cccc(CNc2ncnc3c2nc2n3CCCC2)c1	-4%	-14%	-9%	0%	1%	-1%	-4%
32	CCOC(=O)c1c(NC(=O)CSc2cn(CCNC(=O)c3ccc(OCC)cc3)c3ccccc23)sc2c1CCCC2	1%	.	-5%	1%	1%	2%	.
33	CC(=O)c1cccc(Nc2cc(C)nc3nc(-c4ccccc4C)nn23)c1	-6%	?	-17%	0%	-3%	-1%	?
34	Cc1cccc(-c2nc(CN3CCCC(C(=O)NCCc4ccc(Cl)cc4)C3)c(C)o2)c1 (stereo unspecified)	-2%	?	?	0%	-2%	8%	-1%
35	CCOC(=O)c1cnc2ccc(C(=O)OC)cc2c1Nc1ccc(N2CCOCC2)cc1	-19%	-10%	-27%	1%	-5%	3%	-13%
36	Cc1ccc(-c2nc(S(=O)(=O)c3ccc(Cl)cc3)c(N3CCCCC3)o2)cc1	-2%	10%	?	0%	-2%	-1%	4%
37	CCCn1c(=O)c2sccc2n2c(CCCC(=O)NC3CCC(C)CC3)nnc12 (stereo unspecified)	-1%	-22%	2%	-1%	-2%	0%	7%
38	Cc1ccc(OCCSc2nnc(-c3cccs3)o2)cc1Cl	?	-8%	-4%	-3%	-2%	-5%	-10%
39	Cc1nn(Cc2ccc(Cl)cc2)c(C)c1NC(=O)c1noc2c1CCc1ccccc1-2	.	61%[activator]	.	-2%	-2%	2%	75%[activator]
40	CN(C1CCCCC1)S(=O)(=O)c1ccc2c(c1)c(=O)c(C(=O)NCc1ccc(F)cc1)cn2C	7%	-16%	-7%	1%	-5%	9%	9%
41	O=C(COc1ccccc1Cl)NCC1(N2CCOCC2)CCCCC1	1%	5%	?	-4%	-6%	-4%	-7%
42	COc1cc(OC)c(NC2(c3ccccc3)C(=O)c3ccccc3C2=O)cc1Cl	1%	-19%	-22%	0%	-3%	-1%	-1%
43	COc1ccc(N(CC(=O)NCCc2cccc(C)c2)S(=O)(=O)c2c(C)nn(C)c2C)cc1	6%	-25%	-7%	0%	0%	9%	10%
44	O=C(CCS(=O)(=O)c1cc(Br)cc2c1N(C(=O)C1CC1)CC2)Nc1ccc(Br)cc1F	7%	11%	1%	7%	0%	2%	-8%
45	Fc1ccc(-c2cc(C(F)(F)F)nc(NCc3ccccc3)n2)cc1	3%	-15%	-6%	-1%	-2%	-4%	0%

More entries.
item	Structure	NTMT1 inhibitor	p53null 39C kill	FH mod	B2AR arrestin ag	TSG101-PTAP inh	GALK inhibitor	p53null 32C kill
46	CC(C)Sc1ncc(Cl)c(C(=O)Nc2ccc(S(=O)(=O)N3CCCCC3C)cc2)n1 (stereo unspecified)	3%	5%	-26%	-2%	14%	4%	8%
47	CCOC(=O)c1oc2ccc(S(=O)(=O)n3nc(-c4ccc(Br)cc4)cc3N)cc2c1C	6%	27%	-10%	-1%	-4%	7%	0%
48	CCOC(=O)c1c(C)[nH]c(C)c1S(=O)(=O)NCC(=O)Nc1ccc(C)c(N(C)C)c1	-4%	5%	14%	0%	0%	3%	0%
49	COc1cc(OC)c(NC(=O)c2sc3nc4n(c(=O)c3c2C)CCCC4)cc1Cl	-2%	3%	6%	4%	?	1%	29%
50	O=C(CSc1nccn1C1CCCC1)Nc1ccccc1	-11%	-3%	-6%	0%	-2%	1%	-10%
51	CCOC(=O)c1sc2ccccc2c1S(=O)(=O)NCc1ccc(F)cc1	-2%	-1%	-19%	1%	0%	4%	0%
52	Cc1cc(NC(=O)N2CCC(CN3CCOCC3)CC2)ccc1Br	?	-7%	-1%	-1%	0%	2%	-7%
53	Fc1cccc(NCc2ccccc2-c2nnc(-c3ccccc3Cl)o2)c1	9%	?	-27%	-2%	-2%	4%	-7%
54	CNS(=O)(=O)c1cn(CC(=O)N2CCN(c3ccc(C(C)=O)cc3)CC2)cc1S(=O)(=O)NC	2%	-3%	4%	1%	-2%	1%	1%
55	CSc1ccc(CCNC(=O)CCc2c(C)nc3c(c(C)nn3-c3ccc(C)c(C)c3)c2C)cc1	6%	-24%	-8%	-2%	-3%	9%	2%
56	Cc1ccc(CNC(=O)CN(C)S(=O)(=O)c2ccc3c(c2)c(=O)n(C)c(=O)n3C)cc1	?	-12%	4%	1%	-2%	-2%	4%
57	Cc1cccc(C)c1-n1ncc(C(=O)NCCN2CCN(C)CC2)c1C1CCN(C(=O)OC(C)(C)C)CC1	-16%	-27%	-17%	0%	0%	3%	14%
58	O=C1CCCc2cc(S(=O)(=O)NCC3CCC(C(=O)NCc4ccccc4Cl)CC3)ccc2N1 (stereo unspecified)	15%	-4%	2%	1%	-4%	-1%	-5%
59	CSc1ccc(CCNC(=O)c2ccc3c(c2)nc2n3CCCCC2)cc1	10%	-24%	?	-1%	-5%	-2%	-20%
60	COc1ccc(CCNC(=O)c2c(C)oc3ncn(C)c(=O)c23)c(OC)c1	6%	2%	-3%	1%	2%	1%	-4%
61	CCOC(=O)CCNC(=O)N1CCN(S(=O)(=O)c2ccc3c(ccn3C)c2)CC1	-8%	6%	-14%	0%	-2%	3%	-1%
62	Cc1cc(C)c(NS(=O)(=O)c2ccc(-c3cnc(C4CC4)o3)cc2)c(C)c1	-1%	?	?	0%	-3%	-1%	47%[activator]

2 records picked at random from those above:
item	Structure	NTMT1 inhibitor	p53null 39C kill	FH mod	B2AR arrestin ag	TSG101-PTAP inh	GALK inhibitor	p53null 32C kill
62	Cc1cc(C)c(NS(=O)(=O)c2ccc(-c3cnc(C4CC4)o3)cc2)c(C)c1	-1%	?	?	0%	-3%	-1%	47%[activator]
61	CCOC(=O)CCNC(=O)N1CCN(S(=O)(=O)c2ccc3c(ccn3C)c2)CC1	-8%	6%	-14%	0%	-2%	3%	-1%
